BLM inh – Bloom syndrome helicase (human) inhibition. P54132. recombinant BLM DNA unwinding, fluorescence dequenching. Potency, µM (top dose mostly 56.1 µM), inactives show at the highest dose activity change, negative = inhibition, actives largely listed as inhibitors. actives 0.2% (n = 350,000). AID 2528;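 further: potency means the concentration at half of the fitted maximal effect; plate controls were vehicle for no effect and no enzyme for full effect; nearly all actives have a fitted effect of over 35% in size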
Apoferritin bind – binds horse apoferritin like a general anesthetic. P02791. apoferritin/1-aminoanthracene competitive binding, fluorescence. actives 0.074% (n = 350,000). Potency, µM (doses to about 77.5 µM), inactives show top-dose activity change, negative = displacement, hits mostly inhibitors; further: potency means the concentration at half of the fitted maximal effect; on the % scale 0 is the no-effect control and ±100 the full control effect; nearly all actives have a fitted effect of over 20% in size
Target sequence (P02791 2-175 limits assumed): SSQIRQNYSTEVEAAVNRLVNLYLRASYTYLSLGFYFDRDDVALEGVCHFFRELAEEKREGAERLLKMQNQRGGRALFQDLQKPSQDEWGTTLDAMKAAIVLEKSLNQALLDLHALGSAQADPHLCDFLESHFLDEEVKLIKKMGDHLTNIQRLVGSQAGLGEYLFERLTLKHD
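Apoferritin-based anesthetic binding model; compound displacement of fluorescent 1-AMA measured as endpoint fluorescence after 10 minutes at room temperature, scaled to free-ligand and complex controls.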
Glioma ERSR ind – induces the endoplasmic reticulum stress response in human glioma cells; U87-MG GRP78 promoter luciferase reporter, 16 h; Potency, µM, for inactives: top-dose activation, actives largely listed as activators; actives 0.02% (n = 420,000); further: potency means the concentration at half of the fitted maximal effect; series mostly up to about 76 µM; % of control where 0% means no effect; nearly all actives have a fitted effect of over 35% in size
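Stably transfected U87-MG human glioma cells carrying a GRP78-based luminescent sensor were seeded at 1000 cells/well, pin-dosed with compounds and incubated 16 h. Luciferase reagent was then added, and end-point luminescence was read after 10 min at room temperature.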
LDHA block – blocks human lactate dehydrogenase A; P00338; actives 0.15% (n = 480,000); activity change, % (values are at about 110 or 230 µM); purified LDHA, NADH/diaphorase-resazurin fluorescence; stronger effect = lower value; in the data active means activity change below about -30%; inconclusive means mostly about -25% to -30%;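 further: plate controls were DMSO wells for no effect and wells without enzyme for full effect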
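LDH5 2 nM; NADH 0.06 mM, pyruvate 0.2 mM; 200 mM Tris pH 7.4, EDTA, Tween-20; 5 min RT. Detection: diaphorase 0.133 mg/mL + resazurin 37 µM, fluorescence ex540/em590 at 0 and 20 min; normalized to enzyme-free and DMSO wells.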
POLI inh – inhibitors of human DNA polymerase iota; Q9UNA4; Pol iota fluorescent replication assay, 10 min; Potency, µM (titrated, usually from 115 µM), without a hit: at the highest dose activity, negative = inhibition, usual class: inhibitors; actives 1% (n = 390,000); AID 588590; further: potency means the concentration at half of the fitted maximal effect
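Fluorescent replication assay read twice, at 0 min and 10 min after adding 50 nM (final) substrate. Enzyme (10 nM) and compounds were first incubated 15 min at room temperature; enzyme-free buffer wells were negative controls.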
APE1 inh – inhibitors of human APE1 endonuclease; Potency, µM (titrated, usually from 65.8 µM), without a hit: top-dose activity change, negative = inhibition, usual class: inhibitors; P27695; recombinant APE1, TAMRA/BHQ-2 abasic DNA cleavage fluorescence; actives 0.35% (n = 350,000);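 further: potency means the concentration at half of the fitted maximal effect; plate controls were vehicle for no effect and reference inhibitor for full effect; nearly all actives have a fitted effect of over 55% in size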
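APE1 at 0.75 nM final was preincubated with compound 15 min at room temperature, then 50 nM double-stranded THF abasic-site substrate (5'-TAMRA/3'-BHQ-2) was added. Fluorescence (ex 525/em 598 nm) was read kinetically; third-minus-first read gave activity.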
POLB inh – inhibitors of human DNA polymerase beta | P06746 | Pol beta primer extension/strand displacement, fluorescence kinetic | Potency, µM (doses to about 114 µM), for inactives: at the top dose activity change, negative = inhibition, usual class: inhibitors | actives 1.3% (n = 340,000); further: potency means the concentration at half of the fitted maximal effect; on the % scale 0 is the no-effect control and ±100 the full control effect
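Enzyme-only controls used 10 nM Pol beta; buffer lacking enzyme served as negative control. Compound preincubated 15 min, then 50 nM substrate added; 0 and 10 min reads at room temperature.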
Pol kappa inh – inhibitors of human DNA polymerase kappa | Q9UBT6 | purified Pol kappa, fluorescent DNA synthesis assay, 10 min | Potency, µM (titrated, usually from 107 µM), for inactives: at the highest dose activity, negative = inhibition, most hits filed as inhibitors | actives 0.53% (n = 400,000) | AID 588579; further: potency means the concentration at half of the fitted maximal effect; on the % scale 0 is the no-effect control and ±100 the full control effect
Target sequence (Q9UBT6 whole entry, looked up): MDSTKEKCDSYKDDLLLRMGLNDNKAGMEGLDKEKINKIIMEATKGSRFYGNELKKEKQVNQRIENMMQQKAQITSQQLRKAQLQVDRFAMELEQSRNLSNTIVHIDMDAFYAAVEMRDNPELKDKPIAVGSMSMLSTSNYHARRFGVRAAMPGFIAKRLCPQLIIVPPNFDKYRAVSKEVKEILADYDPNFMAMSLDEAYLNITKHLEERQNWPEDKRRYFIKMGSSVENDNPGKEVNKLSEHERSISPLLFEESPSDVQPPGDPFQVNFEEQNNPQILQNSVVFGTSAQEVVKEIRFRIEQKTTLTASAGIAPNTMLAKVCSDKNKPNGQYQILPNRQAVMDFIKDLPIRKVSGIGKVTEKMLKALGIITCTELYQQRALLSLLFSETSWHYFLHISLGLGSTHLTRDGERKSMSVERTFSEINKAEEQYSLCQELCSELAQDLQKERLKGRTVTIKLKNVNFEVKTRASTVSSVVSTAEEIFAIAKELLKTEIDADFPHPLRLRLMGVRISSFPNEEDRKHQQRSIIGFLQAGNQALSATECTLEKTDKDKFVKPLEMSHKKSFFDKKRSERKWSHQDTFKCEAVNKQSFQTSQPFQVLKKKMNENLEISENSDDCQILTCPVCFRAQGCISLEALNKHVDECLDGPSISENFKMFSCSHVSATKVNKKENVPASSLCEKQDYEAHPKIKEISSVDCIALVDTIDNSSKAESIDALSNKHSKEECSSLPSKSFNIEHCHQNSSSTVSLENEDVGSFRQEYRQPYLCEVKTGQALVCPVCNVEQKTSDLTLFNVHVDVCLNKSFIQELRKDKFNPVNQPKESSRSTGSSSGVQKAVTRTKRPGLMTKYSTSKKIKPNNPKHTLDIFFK
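Here, compound and 10 nM enzyme are combined for 15 min at room temperature; adding 50 nM substrate (final) starts DNA synthesis, tracked by fluorescence at 0 and 10 min against buffer-only wells.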
POLH inh – blocks human DNA polymerase eta activity; Q9Y253; recombinant Pol eta, fluorescent DNA replication assay; Potency, µM (titrated, usually from 114 µM), inactives show top-dose activity change, negative = inhibition, hits mostly inhibitors; actives 1.2% (n = 390,000); AID 588591; further: potency means the concentration at half of the fitted maximal effect; on the % scale 0 is the no-effect control and ±100 the full control effect
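Fluorescent replication assay: 50 nM final substrate added after a 15 min room-temperature compound preincubation with 10 nM enzyme. Signal taken at 0 min and again at 10 min.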
An asterisk follows results filed as active; ? = inconclusive; · = not tested or not shown; & = joins results of further samples; [ ] = another dose, or the depositor's remark. Unless noted, the call rests on the fitted dose curve; in most records, active means well fitted curve in the direction sought with a large enough effect; inconclusive means small, poorly fitted or top-dose-only effect, or another doubt; inactive means no such curve, though single readings can be large; an effect the other way counts as inactive or inconclusive.

No. | Structure | BLM inh | Apoferritin bind | Glioma ERSR ind | LDHA block | POLI inh
1 | Cc1cccc(-n2c(SCC(=O)O)nc3sc4c(c3c2=O)CCC4)c1 | 0% | 4% | -1% | -1 | ?
2 | COC(=O)/C=C/c1ccc(OC(=O)c2ccncc2)cc1 | 0% | -5% | 1% | 0 | 15%
3 | Cc1ccnc(N=Cc2nc(-c3ccccc3Br)oc2O)c1 | -2% | -4% | -1% | -12 | 28%
4 | Cc1ccc(-n2ncc3c(Nc4cccc(C)c4)ncnc32)cc1 | -3% | 28% | 2% | 2 | -21%
5 | CN(C)c1ccc(C=NC(CO)C(O)c2ccc([N+](=O)[O-])cc2)cc1 (stereo not given) | -1% | -8% | 1% | -4 | 53%[activator]
6 | C/C(=N/Nc1ccc(C(=O)O)cc1)c1ccc2c(c1)Nc1ccccc1S2 | · | · | 3% | -7 | 50µM*
7 | C#C[C@@]1(O)CC[C@@H]2[C@@H]3CCC4=C(CCC(=O)C4)[C@H]3CC[C@]21C | 1%[21.4 µM] | -10%[29.3 µM] | -4% | · | ·
8 | CCOC(=O)N1CCC(NC(=O)c2cc3c(-c4ccccc4F)nn(C)c3s2)CC1 | -2% | -3% | -3% | -5 | -7%
9 | CCN(CC(=O)Nc1ccc(NC(C)=O)cc1)C(=O)c1cc(-c2ccccc2Cl)nc2ccccc12 | · | · | 0% | -7 | -17%
10 | O=C1C(Cc2ccccc2O)NC(=S)N1c1ccccc1 (stereo not given) | -4% | 2% | 0% | 1 | 15%

No. | APE1 inh | POLB inh | Pol kappa inh | POLH inh
1 | -8% | -2% | -4% | -14%
2 | 3% | 24% | -14% | -6%
3 | -3% | 22% | -1% | -23%
4 | · | -12% | -7%[60.1 µM] | -11%
5 | 7% | 3% | -8% | 8%
6 | · | · | ? | 18µM*
7 | · | · | 1%[19.4 µM] | ·
8 | -2% | 1% | 8% | -6%
9 | · | · | -9% | -8%
10 | 0% | -17% | 5% | -3%

Part of the list above with just POLI inh.
| no. | Molecule | POLI inh |
| --- | --- | --- |
| 2 | COC(=O)/C=C/c1ccc(OC(=O)c2ccncc2)cc1 | 15% |
| 5 | CN(C)c1ccc(C=NC(CO)C(O)c2ccc([N+](=O)[O-])cc2)cc1 (stereo not given) | 53%[activator] |
| 9 | CCN(CC(=O)Nc1ccc(NC(C)=O)cc1)C(=O)c1cc(-c2ccccc2Cl)nc2ccccc12 | -17% |
| 3 | Cc1ccnc(N=Cc2nc(-c3ccccc3Br)oc2O)c1 | 28% |
| 1 | Cc1cccc(-n2c(SCC(=O)O)nc3sc4c(c3c2=O)CCC4)c1 | ? |

Additional records
No. | Structure | BLM inh | Apoferritin bind | Glioma ERSR ind | LDHA block | POLI inh
11 | O=C(Cn1nnc(-c2ccncc2)n1)Nc1ccc2c(c1)CCC2 | -3% | -8% | -5% | -2 | -8%
12 | COc1cc(OC)c(CN2CCC(Cc3ccccc3)CC2)cc1Br | 7% | -4% | -5% | -9 | 18%
13 | COc1ccc(-c2nc(CS(=O)CC(=O)NCCCN3CCOCC3)c(C)o2)cc1OC (stereo not given) | 3% | -3% | -2% | -3&5 | 3%
14 | COC(=O)[C@H](C)NC(=O)Nc1ccc(Oc2ccccc2)cc1 | -5% | ? | 0% | 3 | 17%
15 | COCc1cc(C)nc(OCC(=O)N/N=C/c2ccc(-c3cccc([N+](=O)[O-])c3)o2)c1C#N | -4% | -14% | · | · | ·
16 | O=C(NCCc1ccccc1)C1CC(=O)N(CCc2ccccc2)C1 (stereo not given) | 0% | -9% | -1% | -5 | 0%
17 | Cc1c(NC(=O)/C=C/c2cn(-c3ccccc3)nc2-c2ccc(F)cc2)c(=O)n(-c2ccccc2)n1C | -3% | ? | -1% | -2 | -4%
18 | COC(=O)c1ccc(NC(=O)CCNS(=O)(=O)c2cccc3nsnc23)cc1 | 0% | -5% | 0% | 1 | 23%
19 | Cc1cc(C)cc(C(=O)NC(=S)Nc2ccc3c(c2)OCCO3)c1 | -6% | 0% | 5% | 1 | 32%[activator]
20 | O=C(CCNC(=O)c1ccc(Br)cc1)NC1CCCc2ccccc21 (stereo not given) | · | · | -4% | -12 | 7%

No. | APE1 inh | POLB inh | Pol kappa inh | POLH inh
11 | 7% | 7% | -6% | 9%
12 | 0% | 24% | 8% | -17%
13 | 44%[activator] | 9% | -27% | 2%
14 | -2% | 24% | -10%[60.1 µM] | -1%
15 | -1% | 4% | · | ·
16 | 47%[activator] | 24% | 5% | 8%
17 | -1% | 6% | 1% | -30%
18 | · | 13% | 2% | -12%
19 | -4% | -10%[57.1 µM] | -2% | -24%
20 | 37%[activator] | · | -1% | 4%

The list goes on.
No. | Structure | BLM inh | Apoferritin bind | Glioma ERSR ind | LDHA block | POLI inh
21 | Cc1c(Br)cc(C(=O)NC2CCCCC2)c(C)c1C | -5% | -13% | 0% | -10 | -13%
22 | CCOC(=O)c1c(C#N)cnn1-c1ccc(C)cc1 | -1% | -10% | -2% | -11 | 10%
23 | CCc1ccc(S(=O)(=O)N2CCN(c3ccccc3OC)CC2)cc1 | -2% | 10% | -9% | -4 | 107%[activator]
24 | CCc1ccccc1NCc1cc(=O)oc2cc(C)ccc12 | -3% | -12% | -6% | -1 | ?
25 | CN(CC(=O)Nc1ccccc1Cl)CC(=O)Nc1cccc2ccccc12 | · | · | -2% | -3 | -6%
26 | COc1ccc(CC(=O)Nc2nnc(C(C)C)s2)cc1OC | -6% | -23% | 0% | -8 | 163%[activator]
27 | COc1ccc(-c2noc(CCC(=O)Nc3ccc4c(c3)OCCO4)n2)cc1 | -13% | ? | 8% | -3 | -6%
28 | COCCCNC(=O)CN1C(=O)c2cccc3cccc1c23 | -3% | 99%[activator] | -2% | -5 | 98%[activator]
29 | Cn1nccc1C(=O)c1ccc(Cl)cc1 | 1% | -10% | 1% | -7 | 11%
30 | Cc1cccc(-c2noc(CN(C)C(=O)c3ccco3)n2)c1 | -5% | -4% | -2% | -16 | 51%[activator]

No. | APE1 inh | POLB inh | Pol kappa inh | POLH inh
21 | 12% | 88% | -19% | 4%
22 | -4% | 2% | -7% | 1%
23 | 1% | 30% | -6% | -16%
24 | 20% | 9% | -11% | -11%
25 | -8% | · | -14% | -19%
26 | 8% | -19% | -2% | -15%
27 | 0% | 0% | -7% | -9%
28 | 9% | -11% | -8% | -5%
29 | 0% | 4% | -2% | -5%
30 | 39% | -1% | 1% | -19%

Laid out differently: entries from further up.
Order of values: BLM inh, Apoferritin bind, Glioma ERSR ind, LDHA block, POLI inh, APE1 inh, POLB inh, Pol kappa inh, POLH inh
(30) Cc1cccc(-c2noc(CN(C)C(=O)c3ccco3)n2)c1
→ -5%, -4%, -2%, -16, 51%[activator], 39%, -1%, 1%, -19%
(27) COc1ccc(-c2noc(CCC(=O)Nc3ccc4c(c3)OCCO4)n2)cc1
→ -13%, ?, 8%, -3, -6%, 0%, 0%, -7%, -9%

Single values from the entries so far:
no. 11 | POLI inh = -8%
no. 10 | BLM inh = -4%
no. 1 | BLM inh = 0%
no. 16 | POLI inh = 0%

Additional compounds:
No. | Structure | BLM inh | Apoferritin bind | Glioma ERSR ind | LDHA block | POLI inh
31 | O=C(COc1ccccc1[N+](=O)[O-])Nc1cccc(S(=O)(=O)N2CCCC2)c1 | · | · | -5% | -2 | 45%[activator]
32 | CCCCOc1ccc(C(=O)Nc2nnc3n2CCS3)cc1 | -2% | -5% | -9% | 3 | 22%
33 | O=C(Cc1ccccc1)NN1C(=O)C2C3C=CC(C3)[C@@H]2C1=O (stereo not given in full) | 0% | 1% | -4% | -14 | 0%
34 | COc1cc(SC)ccc1C(=O)Nc1ccc2c(c1)CCC2 | -8% | 2% | -1% | -2 | -22%
35 | COc1ccc(-c2cc(C)no2)cc1S(=O)(=O)N1CCN(c2ccccc2F)CC1 | -9%&-8% | -2%&70% | -2%&0% | 0&-8 | 23%&10%
36 | CCC(C)n1c(-c2ccco2)nc2nc3ccccc3nc21 (stereo not given) | -1% | 164%[activator] | · | · | ·
37 | CCOc1ccc(NC(=O)CN2CCN(CC(=O)Nc3cccc(F)c3)CC2)cc1 | -3% | -8% | -4% | -3 | -3%
38 | COc1ccc(/C=C/C(=O)c2cc(O)ccc2O)cc1 | -9% | ? | ? | · | ·
39 | CCN(CC(=O)NCc1cccs1)C(=O)c1ccc(NS(=O)(=O)c2ccc(C(C)=O)cc2)cc1 | · | · | -5% | -4 | ?
40 | CCCOc1ccc(-c2nc(N3CCCCC3)c3ccccc3n2)cc1 | -5% | 1% | 6% | 1 | 37%[activator]

No. | APE1 inh | POLB inh | Pol kappa inh | POLH inh
31 | 36% | · | -4% | -22%
32 | · | 0% | -6%[60.1 µM] | -3%
33 | 3% | 2% | -8% | -20%
34 | -19% | 54% | -3% | -15%
35 | 77%[activator] | 30%&6% | -2%&-24% | -23%&-6%
36 | -2% | 3% | · | ·
37 | -4% | -29% | -8% | -11%
38 | -4% | · | -18%[60.1 µM] | ·
39 | 6% | · | ? | -11%
40 | · | -1% | -24% | -8%

More records.
No. | Structure | BLM inh | Apoferritin bind | Glioma ERSR ind | LDHA block | POLI inh
41 | Cc1cc(C)n(-c2nnc(C)n2N)n1 | 2% | -7% | -5% | -2 | -3%
42 | Cc1cccc(CNC(=O)CCCn2c(=O)c3cccn3c3ccc(F)cc32)c1 | -1% | -4% | -3% | 0 | 20%
43 | O=C(Nc1nc2ccc([N+](=O)[O-])cc2s1)c1ccco1 | -3% | -5% | · | · | ·
44 | Cn1c(=O)n(CCc2ccccc2)c(=O)c2c1ncn2Cc1ccccc1 | -2% | 6% | -2% | -14 | 20%
45 | Cc1cccc(S(=O)(=O)N2CCC(CO)(Cc3ccccc3)CC2)c1 | -4% | -10% | -5% | -1 | 121%[activator]
46 | NC(=O)c1cc2n(n1)C(C(F)(F)F)CC(c1ccco1)N2 (stereo not given) | -2% | 5% | -5% | -2 | -1%

No. | APE1 inh | POLB inh | Pol kappa inh | POLH inh
41 | -5% | 5% | -11% | -1%
42 | · | 19% | 1% | -14%
43 | -3% | 3% | · | ·
44 | ? | ? | ? | -13%
45 | 2% | -11% | -12% | -5%
46 | 12% | -1% | -9% | -18%

Not all compounds are listed; the hit share may differ from the screen's.
